Screening results deposited in PubChem by several laboratories.
CRFR2-BP ag: agonists of human CRF-binding protein/CRF-R2 receptor complex | HEK293 CRF-R2/CRF-BP, calcium dye fluorescence (FLIPR); percent of saturating CRF peptide response | activation, % at 13.2 µM | hit rate 0.46% among 350,000;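 active means activation of at least 50%, plus an integration ratio under a set limit after plate pattern correction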;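 further: plate controls were neutral control wells without compound for no effect and CRF at EC100 for full effect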
CHRM5 agonist: agonists of human muscarinic M5 receptor (CHRM5) | P08912 | CHO-K1 hM5 cells, Fluo-8 calcium fluorescence; 0% DMSO wells, 100% maximal acetylcholine response | activation, % at 3 µM | hit rate 0.19% among 360,000;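 active means activation above the run's mean over test compounds plus 3 SD, cut at about 23% in these data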;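 further: signal is peak over basal fluorescence ratio across the kinetic read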
M4 antag: antagonists of human muscarinic M4 receptor (CHRM4) | inhibition, % at 3 µM | P08173 | CHO-hM4 cells, ACh EC80, Fluo-8 calcium fluorescence | AID 624125 | hit rate 0.73% among 360,000;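 active means inhibition above its plate's cutoff, the mean inhibition of sample wells plus 3 SD, cut at about 27% in these data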;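 further: 0% = acetylcholine EC80 with DMSO and 100% = DMSO without agonist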
CHRM4 agonist: CHRM4 agonism in calcium assay | CHO-K1 hM4/Gqi5, Fluo-8 calcium fluorescence; vehicle 0%, full acetylcholine response 100% | activation, % at 3 µM | AID 624127 | hit rate 0.14% among 360,000;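 active means activation above the run mean over all test wells plus 3 SD, cut at about 32% in these data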;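 further: peak over basal fluorescence ratio per well then scaled between controls; 0% = DMSO wells and 100% = acetylcholine at EC100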
M5 antag: antagonists of human muscarinic M5 receptor (CHRM5). inhibition, % at 3 µM. AID 624040. CHO-hM5 cells, Fluo-8 calcium fluorescence, ACh EC80. hit rate 0.59% among 360,000. P08912;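 active means inhibition above a per-plate cutoff, the mean of that plate's test compounds plus 3 SD, cut at about 27% in these data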;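 further: 0% = acetylcholine EC80 with DMSO and 100% = DMSO without agonist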
CHRM4 PAM: CHRM4 positive allosteric modulation; P08173; AID 624126; hit rate 0.4% among 360,000; activation, % at 3 µM; CHO-K1 hM4/Gqi5, Fluo-8 calcium fluorescence, ACh EC20; 0% = ACh EC20, 100% = maximal ACh;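 active means activation above its plate's cutoff, the mean activation of sample wells plus 3 SD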; further: some results filed as inactive read as strong as hits
CRFR2-BP antag: blocks CRF-induced signaling of the CRF-BP/CRF-R2 complex; HEK293 CRF-R2/CRF-BP, CRF-induced calcium fluorescence; AID 588475; hit rate 0.59% among 350,000; inhibition, % at 11.8 µM;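 active means inhibition of the ligand-induced calcium signal above about 50% at the single tested concentration, limit read from the data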
IDE inh: cellular human IDE inhibition; P14735; HEK cells, FAbetaB cleavage, fluorescence polarization; inhibition, % at 5.59 µM; hit rate 0.41% among 320,000; AID 434962;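 active means percent inhibition above the average of all tested compounds plus 3 SD, set per screening campaign, cut at about 16% in these data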;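 further: IDE supplied by intact live HEK cells; FP after avidin binding of uncleaved biotin substrate so inhibition keeps polarization high; 0% = DMSO wells and 100% = 60 µM reference IDE inhibitor Ii1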
Target sequence (P14735 whole entry, looked up): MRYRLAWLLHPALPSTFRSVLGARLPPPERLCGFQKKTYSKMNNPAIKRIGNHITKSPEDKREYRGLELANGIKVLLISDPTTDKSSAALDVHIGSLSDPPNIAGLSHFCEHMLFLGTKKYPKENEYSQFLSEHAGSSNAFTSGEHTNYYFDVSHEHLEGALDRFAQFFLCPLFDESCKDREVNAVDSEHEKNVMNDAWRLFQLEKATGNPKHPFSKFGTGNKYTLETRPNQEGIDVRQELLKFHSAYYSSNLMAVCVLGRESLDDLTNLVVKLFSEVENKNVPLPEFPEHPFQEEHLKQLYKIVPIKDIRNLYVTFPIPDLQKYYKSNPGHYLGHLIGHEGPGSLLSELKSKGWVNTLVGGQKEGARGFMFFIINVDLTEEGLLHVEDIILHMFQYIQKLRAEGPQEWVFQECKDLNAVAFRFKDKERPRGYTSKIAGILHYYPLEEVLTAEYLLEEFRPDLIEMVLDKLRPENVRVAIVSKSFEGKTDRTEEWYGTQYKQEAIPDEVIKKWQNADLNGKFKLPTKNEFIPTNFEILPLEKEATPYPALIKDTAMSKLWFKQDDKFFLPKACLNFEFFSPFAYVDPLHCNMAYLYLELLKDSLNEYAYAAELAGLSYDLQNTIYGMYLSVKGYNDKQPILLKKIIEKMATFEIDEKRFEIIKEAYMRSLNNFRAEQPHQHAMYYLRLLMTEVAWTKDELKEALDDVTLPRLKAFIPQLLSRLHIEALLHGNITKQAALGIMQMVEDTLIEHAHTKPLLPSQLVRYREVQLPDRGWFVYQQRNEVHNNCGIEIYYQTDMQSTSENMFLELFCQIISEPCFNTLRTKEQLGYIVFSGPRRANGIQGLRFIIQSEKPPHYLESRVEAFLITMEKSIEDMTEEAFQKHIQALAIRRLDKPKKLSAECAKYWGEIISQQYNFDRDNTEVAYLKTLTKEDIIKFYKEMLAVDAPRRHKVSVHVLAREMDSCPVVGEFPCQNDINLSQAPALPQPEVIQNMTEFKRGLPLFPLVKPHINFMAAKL
CHRM5 PAM: potentiates acetylcholine response at human M5 receptor; CHO-K1 hM5, Fluo-8 calcium, ACh EC20 PAM; 0% = ACh EC20, 100% = ACh EC100; activation, % at 3 µM; hit rate 0.3% among 360,000; P08912; AID 624038;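 active means activation above the run cutoff, the mean activation of all test compounds plus 3 SD, cut at about 18% in these data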
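Assay system: CHO-K1 hM5 cells / Incubation: Fluo-8 loading 80 min at 37 °C plus 30 min room temperature / Technique: Fluo-8 calcium dye fluorescence, kinetic read / Repeats: single replicate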
* = called active by the depositor; / = no result given; & = joins results of further samples.

SMILES	CRFR2-BP ag	CHRM5 agonist	M4 antag	CHRM4 agonist	M5 antag	CHRM4 PAM	CRFR2-BP antag	IDE inh	CHRM5 PAM
CN(C)/C=C/C(=O)/C=C/c1ccc(Cl)cc1Cl	-0.1	3	-1	20	8	-9	13	-4	-16
C=CCc1ccc(OCCCCNC2CCCC2)c(OC)c1	1.1	-9	-6	1	-14	-8	-38	-2	2
Cc1nc(SCc2ccccc2C#N)n[nH]1	-2.3	-5	2	0	15	0	20	2	4
CC(=O)c1cccc(NC(=O)CSCc2ccc(Br)cc2)c1	0.7	0	3	6	6	-9	-16	6	-8
c1ccc2sc(Nc3nc4cc5c(cc4s3)OCO5)nc2c1	11	-3	-18	3	2	11	-30	1	-1
CCOC(=O)c1cnc2ccc(C(=O)OC)cc2c1NCCCN1CCOCC1	0.1	-1	5	0	16	-13	7	/	-6
Cn1c(CN2CCOCC2)nnc1SCC(=O)Nc1cccc(C(F)(F)F)c1	-0.7	-2	-4	2	5	-3	1	13	-1
Cc1ccc(C)c(-n2c3nc(=O)n(C)c(=O)c-3cc3ccccc32)c1	-1.6	-3	2	1	4	6	7	6	5
O=C(C[C@H]1CC[C@@H](NC(=O)c2ccncc2)[C@@H](CO)O1)NCC1CC1	/	3	-4	2	-11	10	/	/	9
NC(=O)CC(NC(=S)NCc1ccccc1)C(=O)O (configuration not stated)	-0.1	-6	7	0	2	-3	-3	2	-9
Cc1nnc(NC(=O)c2nc(S(=O)(=O)Cc3ccccc3C)ncc2Cl)s1	0.5	-3	3	0	-12	3	9	-2	4
COc1cccc(C(C(=O)NC2CCCC2)N(CCC(C)C)C(=O)CCC(=O)Nc2cc(C)on2)c1 (configuration not stated)	2.0	0	-14	3	-1	7	-6	5	4
CN1CCN(C2CC(=O)N(Cc3ccc(N4CCCC4=O)cc3)C2=O)CC1 (configuration not stated)	0.1	-2	4	0	0	-4	27	6	1
Cc1ccc(NC(=O)CSCC(=O)N2CCN(Cc3ccc4c(c3)OCO4)CC2)cc1	-1.7	-4	-8	4	12	1	-1	2	-5
COC(=O)c1ccc(CSc2nc3c(cnn3-c3ccc(Cl)cc3)c(=O)[nH]2)o1	-0.7	2	0	0	2	-2	-1	/	-5
O=C1CC(=O)C(n2cncn2)C(c2cccc(Cl)c2)C1 (configuration not stated)	-1.2	2	0	-1	-1	1	11	-6	1
COc1cc(/C=N/NC(=O)c2nc(-c3ccccc3)n(-c3ccccc3)n2)ccc1O	2.3	-2	11	4	5	-4	-12	-1	-8
CN(C(=O)c1cccc(NC(=O)C2CCCN(C(=O)OC(C)(C)C)C2)c1)C1CCC1 (configuration not stated)	-3.3	4	2	4	7	-4	3	-2	-1
COc1ccc(/C=C2\S/C(=N/S(=O)(=O)c3cccs3)NC2=O)cc1	0.1	0	-10	0	8	5	69*	1	2
CCCN1C(=O)c2ccc(C(=O)Nc3cc(C)ccc3O)cc2C1=O	-0.9	2	-11	2	-2	2	10	7	9
CCOC(=O)COc1cccc2c(=O)n(CC(=O)NCCc3ccccc3)ccc12	-6.8	1	-3	1	2	5	7	0	0
Cc1ccc(CNC(=O)C2CCN(S(=O)(=O)c3c(C)noc3/C=C/c3ccco3)CC2)cc1	5.6	1	-7	2	-1	-9	-31	7	-7
Cc1cc(C)n2c(SCc3ccc(Br)cc3)nnc2n1	-4.8	-1	-7	2	8	-1	-7	-2	-3
CC(=O)NCC12CC3CC(C1)CC(C(=O)O)(C3)C2	-2.0	0	3	1	-3	5	-9	0	5
O=C(Nc1cccc(O)c1)c1cc(-c2ccccc2Cl)on1	-0.6	-1	7	5	1	-3	9	-3	-2
CNC(=S)N1CCN(c2nc3ccccc3s2)CC1	-0.9	-1	-14	5	-8	8	-3	-2	-3
COc1ccc(S(=O)(=O)NCC2CCCN(C(=O)c3cccnc3C)C2)cc1 (configuration not stated)	2.9	0	-8	2	8	11	-24	-8	-8
Cc1ccc(C(=O)N(c2c(C)n(C)n(-c3ccccc3)c2=O)C(C)C)cc1	-1.5	2	9	-1	0	-2	10	7	-1
CC1CC(NC(=O)C2(C)CC2(Cl)Cl)CC(C)(C)C1 (configuration not stated)	-2.9	0	4	-1	7	-4	8	2	-4
CCN1C(=C2C(=O)c3ccccc3C2=O)C=Cc2ccccc21	-1.1	-2	-6	2	-7	-1	-11	3	-3
Fc1cccc(CCN2C(=S)NC[C@@H]2Cc2ccccc2)c1	-0.8	-6	2	0	9	-1	-1	-2	-8
CCN1CCN(CCNC(=O)c2ccc3c(c2)N(Cc2ccc(F)cc2)C(=O)/C(=C/c2ccccc2)S3)CC1	0.5	-18	1	5	2	-23	-11	-6	-2
COc1ccc(CNC(=O)c2cn(Cc3ccc(OC(C)=O)cc3)c(=O)s2)cc1	/	12	-9	9	-1	4	/	/	-4
O=C(NCCc1ccccc1C(F)(F)F)C1CCC(=O)N(C2CC2)C1 (configuration not stated)	-2.0	2	10	2	-14	-4	7	6	4
CCC(Cc1ccccc1)NC(=O)C1CCN(c2nn3c(=O)cc(C)nc3s2)CC1 (configuration not stated)	0.0	-5	15	1	12	-6	-1	4	1
CC1Oc2ccccc2C=C1/C=N/NC(=O)c1ccccc1 (configuration not stated)	-3.5	0	0	1	1	5	1	9	-5
Cn1cnnc1SCc1nc(N)nc(Nc2ccccc2)n1	13	-3	-2	1	-14	3	-21	-3	6
O=C(COC(=O)c1ccco1)Nc1nc2ccccc2s1	-0.3	2	7	2	1	9	-20	4	-1
Cc1nn(Cc2cccc(C(=O)Nc3ccn(Cc4ccccc4F)n3)c2)c(C)c1[N+](=O)[O-]	0.6	-1	-6	1	-5	2	10	2	4
O=C(COc1ccc(Cl)cc1)NCCS(=O)(=O)N1CCN(c2ccc(F)cc2)CC1	-0.1	3	-24	23	-1	-4	1	1	-8
O=C(NNc1ccc(Cl)cc1)c1cccs1	-1.9	0	-6	1	-2	2	11	2	0
CCCCOc1ccc(C2(C)NC(=O)NC2=O)cc1 (configuration not stated)	-0.7	-2	2	1	11	-3	10	-4	6
Cc1ccc(C)c(-c2csc(NC(=O)c3cnccn3)n2)c1	-1.3	1	3	1	7	8	-2	-4	0
Cc1ccc(C(=O)Oc2ccc(-c3nnco3)cc2)o1	-1.8	4	7	1	-1	3	14	2	8
O=C(Nc1ccc(NC(=O)c2ccco2)nc1)c1cccnc1	-0.1	-2	-9	4	-8	21*	15	2	8
O=C(CSc1nc2ccccc2c(=O)n1CC1CCCO1)NCCc1ccccc1 (configuration not stated)	-1.6	-6	-3	0	10	2	5	3	-1
C=CC(C)N1C(=O)S/C(=C\c2ccc(N3CCOCC3)cc2C)C1=O (configuration not stated)	2.7	1	7	1	-10	-5	-35	9	5
CC1(C(=O)NCc2ccccc2)CSCC(=O)N1CCCn1ccnc1 (configuration not stated)	/	-2	-15	1	-15	-19	/	/	4

Pulled one by one from above:
SMILES	CRFR2-BP ag	CHRM5 agonist	M4 antag	CHRM4 agonist	M5 antag	CHRM4 PAM	CRFR2-BP antag	IDE inh	CHRM5 PAM
CC1(C(=O)NCc2ccccc2)CSCC(=O)N1CCCn1ccnc1 (configuration not stated)	/	-2	-15	1	-15	-19	/	/	4
CCCCOc1ccc(C2(C)NC(=O)NC2=O)cc1 (configuration not stated)	-0.7	-2	2	1	11	-3	10	-4	6
O=C(NNc1ccc(Cl)cc1)c1cccs1	-1.9	0	-6	1	-2	2	11	2	0
Cc1nn(Cc2cccc(C(=O)Nc3ccn(Cc4ccccc4F)n3)c2)c(C)c1[N+](=O)[O-]	0.6	-1	-6	1	-5	2	10	2	4
O=C(COc1ccc(Cl)cc1)NCCS(=O)(=O)N1CCN(c2ccc(F)cc2)CC1	-0.1	3	-24	23	-1	-4	1	1	-8

Carrying on.
SMILES	CRFR2-BP ag	CHRM5 agonist	M4 antag	CHRM4 agonist	M5 antag	CHRM4 PAM	CRFR2-BP antag	IDE inh	CHRM5 PAM
O=C(c1ccco1)N1CCN(Cc2cc(=O)c(OCc3cccc(Cl)c3)co2)CC1	-0.8	0	0	1	0	7	-1	6	7
CC1=C(C(=O)OCc2ccccc2)C(c2ccccn2)c2c(n(C)c(=O)n(C)c2=O)N1 (configuration not stated)	-4.1&-1.8	2&-2	-5&22	1&0	-6&2	2&-8	-18&-4	-1	6&-2
Cn1c(OCc2cccnc2)nc2c1c(=O)n(Cc1ccc(F)cc1)c(=O)n2C	0.9	9	2	21	6	-12	-4	-1	-12
CCOC(=O)N1CCN(C(=O)CSCC(=O)Nc2nc(-c3ccc(OC)cc3)cs2)CC1	-2.0	6	6	5	3	-6	11	2	-1
N/C(=N\OC(=O)C1CCCCC1)c1cccc([N+](=O)[O-])c1	-0.6	-2	6	-2	10	4	-15	7	-5
O=C(Cn1c2ccc(F)cc2c2nc3n(c(=O)c21)CCS3)Nc1ccccc1C(F)(F)F	0.2	4	1	1	7	-6	-2	-7	-3
CCn1c(SCc2cccc(F)c2)nnc1-c1cccnc1	-3.0	-5	-17	3	-9	8	33	1	-4
CC(C)CCNC(=O)NC(=O)COc1ncnc2sccc12	1.2	7	-2	0	-16	15	-5	1	13
COc1ccc(OC)c(NC(=O)c2cc(-c3ccc(F)cc3OC(C)C)n[nH]2)c1	/	0	14	2	5	-9	/	/	-3
Cc1ccc(C2C(C#N)=C(N)N(c3cccnc3)C3=C2C(=O)CCC3)s1 (configuration not stated)	0.1	1	-21	1	-6	10	-9	1	2
N#Cc1ccc(C#Cc2ccc3oc4ccccc4c(=O)c3c2)cc1	5.2	4	1	0	2	1	-10	1	3
CCOC(=O)CCc1cccc2c1CCC2=O	-2.0	-2	0	1	-2	-3	10	0	1
CC(NC(=O)CSc1ncccn1)c1ccc2c(c1)OCO2 (configuration not stated)	-2.2	-6	-11	2	3	8	13	3	9
O=C1CC[C@H](OCc2ccccc2)CCN1[C@H](CSc1ccccc1)Cc1ccccc1	-0.9	0	-5	4	14	0	3	3	1
COc1ccc(C2=NS(=O)(=O)N(C)C(C(=O)NCc3ccc4c(c3)OCO4)=C2)cc1OC	-2.5	5	-17	11	-4	-4	4	6	-6
Cc1cccc(NC(=O)CCCN2C(=O)c3ccccc3C2=O)n1	-0.8	0	1	1	1	3	-12	4	-2
N#C/C=C1\Sc2ccccc2C(=O)N1CC(=O)N1CCN(S(=O)(=O)c2ccccc2)CC1	3.3	1	1	3	-8	-1	-14	5	1
COC(=O)c1ccc(CSc2nc(C)nc3c2c(=O)n(C)c(=O)n3C)o1	2.1	0	2	0	2	5	-42	4	1
CCCNC(=S)N1CCN(CC)CC1	0.5	-4	1	0	-6	2	-5	-3	4
O=C1NN=C(CSc2n[nH]c(=S)s2)CS1	0.4	-1	-6	1	-7	1	12	10	-1
Cc1cccc(N(C)c2cc(C)nc3ncnn23)c1	-0.8	3	-20	2	-3	13	10	1	6
NS(=O)(=O)c1cccc(NC(=O)COC(=O)Cc2n[nH]c(=O)c3ccccc23)c1	1.2	5	-10	0	3	5	-14	2	9
COc1ccccc1C(=O)NCCN1CCCC1	0.7	3	-10	1	-3	3	-2	/	-1
NC(=O)CSc1nnc(-c2ccccc2Br)n1-c1cccc(C(F)(F)F)c1	-1.7	1	9	1	2	-4	-7	-3	-2
